TRPM1 prom inh: reduces MITF-dependent TRPM1 promoter luciferase signal | inhibition, % at 12.5 µM | SK-MEL-5 TRPM1 promoter luciferase, 24 h | hit rate 0.83% among 330,000;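 active = mean inhibition across replicates of 60% or more, whatever share of single replicates reaches that level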; also: values of inactives mirror those of a sister screen read the other way
Shn3 inh set2: reduces Shn3 3'UTR luciferase signal in osteoblasts | Clone20 osteoblast Shn3 3'UTR firefly luciferase, 24 h | inhibition, % at 12.5 µM | hit rate 0.52% among 360,000 | AID 588674;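 active = mean inhibition of at least 75% with every replicate also reaching 75%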;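 also: 0% = median of neutral control wells and 100% = pilot-screen positive control compound; some compounds past the cut are filed as inactive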
Cardio protect: modulators protecting cardiomyocytes from myocardial damage | AID 588492 | H9c2 cardiomyocytes, H2O2 injury protection, ATPLite, 2 h | hit rate 0.63% among 360,000 | protection from H2O2 cell death, % at 20 µM;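 active = compounds giving at least 50% protection of heart cells from peroxide-induced death in the single-dose screen, raw or plate-pattern-corrected value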;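 also: 0% = DMSO wells with peroxide and 100% = DMSO wells without peroxide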
Peg3 prom inh: inhibitors of Peg3 promoter. inhibition, % at 20 µM. HeLa PEG-Prom luciferase reporter, luminescence, overnight. AID 588405. hit rate 1.7% among 360,000;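 active = inhibition of at least 50% at 20 µM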
m5-HT2A agonist: activates the mouse 5-HT2A serotonin receptor; hit rate 0.66% among 360,000; activation, % at 7.6 µM; AID 624169; P35363; CHO-K1 mHTR2A beta-arrestin complementation, luminescence; percent of 30 µM serotonin response;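 active = activation above a run cutoff, the mean activation of all tested compounds plus 3 SD, cut at about 14% in these data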;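 also: 0% = plate median of compound wells and 100% = 30 µM serotonin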
Target sequence (P35363 whole entry, looked up): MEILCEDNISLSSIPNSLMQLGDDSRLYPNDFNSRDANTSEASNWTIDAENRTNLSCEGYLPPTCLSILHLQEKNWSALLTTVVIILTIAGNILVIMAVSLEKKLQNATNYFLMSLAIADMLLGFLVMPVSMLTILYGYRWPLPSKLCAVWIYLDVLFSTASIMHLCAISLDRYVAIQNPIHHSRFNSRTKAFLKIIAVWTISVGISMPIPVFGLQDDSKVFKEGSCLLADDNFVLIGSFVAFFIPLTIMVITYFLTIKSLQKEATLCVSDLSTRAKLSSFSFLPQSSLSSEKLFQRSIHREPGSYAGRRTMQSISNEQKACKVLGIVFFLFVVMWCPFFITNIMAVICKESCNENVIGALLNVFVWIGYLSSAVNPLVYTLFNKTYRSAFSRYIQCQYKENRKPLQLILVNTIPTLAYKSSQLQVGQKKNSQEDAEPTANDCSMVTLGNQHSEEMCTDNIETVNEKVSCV
HIF-2a inh: HIF-2a inhibition. 786-0 RCC cells HIF-2a reporter, luciferase luminescence, overnight. inhibition, % at 18.8 µM. hit rate 0.72% among 360,000. AID 624352;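 active = inhibition of the luminescence signal of 40% or more relative to plate controls, in a single-dose primary screen at 18.75 µM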
CaV13 FRET inh: Disruptors of the CACNA1D IQ motif to Ca2+-dependent inactivation inhibitor domain association, primary screening, Förster resonance energy transfer in intact living …. HEK cells, CFP/YFP FRET ICDI-IQ, plate reader, 10 min; percent FRET-ratio fall versus neutral wells. inhibition, % at 12.3 µM. hit rate 0.098% among 340,000. AID 743397;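 active = mean replicate inhibition of at least 30% and at least 1% of replicates passing that level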;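 also: 0% = median of the neutral control wells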
hiPSC survival: increases survival of single human iPS cells; hiPSC single-cell survival, ATPlite luminescence; 100% = ROCK inhibitor wells, 0% = DMSO; survival enhancement, % at 20 µM; hit rate 0.044% among 360,000; AID 602274; in the data active = survival enhancement above about 18%;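 also: cells exposed to compounds for 16 hours before the ATP read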
NR2E3 ag-1: activates human photoreceptor nuclear receptor NR2E3. GST-NR2E3/biotin-RetCOR TR-FRET, 1536-well. inhibition of corepressor binding, % at 4.78 µM. hit rate 0.12% among 320,000. AID 2300;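 active = percent inhibition above the cutoff of mean plus 3 SD of all tested compounds, set per screening campaign, cut at about 20% in these data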;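 also: 0% = DMSO wells and 100% = biotin wells as full block of FRET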
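System: GST-tagged NR2E3 plus biotinylated RetCOR corepressor; Buffer or medium: pH 7.5 Tris-based buffer; Probe or stimulus: RetCOR corepressor, biotinylated, 7 nM; Doses: compound at 4.8 µM, single dose; Schedule: 5 h incubation at 4 °C; Technique: time-resolved FRET; Evaluation: percent inhibition of TR-FRET ratio; Replication: one well per compound, singlicate testing.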
PDI inh: inhibitors of human protein disulfide isomerase. P07237. PDI insulin aggregation turbidity, A650, 90 min. inhibition, % at 10 µM. hit rate 0.052% among 350,000;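 active = mean inhibition across replicates of 30% or more, whatever share of single replicates reach that level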;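 also: absorbance from insulin aggregation driven by PDI reduction with DTT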
Target sequence (P07237 whole entry, looked up): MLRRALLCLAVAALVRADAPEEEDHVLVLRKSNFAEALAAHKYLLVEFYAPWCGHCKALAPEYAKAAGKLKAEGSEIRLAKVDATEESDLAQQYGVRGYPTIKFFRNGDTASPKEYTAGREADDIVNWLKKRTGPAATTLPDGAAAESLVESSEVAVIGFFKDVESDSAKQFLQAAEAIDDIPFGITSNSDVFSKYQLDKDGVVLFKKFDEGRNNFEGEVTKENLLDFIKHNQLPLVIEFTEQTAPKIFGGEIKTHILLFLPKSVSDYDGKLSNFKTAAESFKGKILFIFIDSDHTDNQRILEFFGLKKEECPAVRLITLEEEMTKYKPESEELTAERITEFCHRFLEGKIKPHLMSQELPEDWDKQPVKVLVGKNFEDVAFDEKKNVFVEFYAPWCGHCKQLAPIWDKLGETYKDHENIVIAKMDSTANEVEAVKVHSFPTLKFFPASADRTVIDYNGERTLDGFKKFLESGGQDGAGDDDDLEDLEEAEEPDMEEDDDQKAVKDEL
NR2E3 ag-2: agonists of human NR2E3 nuclear receptor. CHO-S Gal4-NCOR/VP16-NR2E3 two-hybrid, luciferase. inhibition of corepressor binding, % at 3.98 µM. hit rate 0.35% among 360,000. AID 602229;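 active = inhibition above the mean of all tested compounds plus 3 SD, cut at about 70% in these data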;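 also: 0% = DMSO with NR2E3 transfected cells and 100% = cells lacking NR2E3 construct; higher means lower luciferase signal from less NR2E3 corepressor binding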
* = called active by the depositor; x = not tested or not shown. The order is random (roughly 3.9% active in at least one column).

nr	structure	TRPM1 prom inh	Shn3 inh set2	Cardio protect	Peg3 prom inh	m5-HT2A agonist	HIF-2a inh
1	Cc1ccccc1OCC(=O)Nc1sc(C(=O)Nc2cccc(C)c2C)c(C)c1C#N	-7	-2	-6	19	6	1
2	CC1(C(=O)NS(=O)(=O)c2cccc(Cl)c2)CCN1C(=O)C1CCCCC1 (stereo unspecified)	x	-14	5	4	7	9
3	CCOC(=O)C1=CN(Cc2cccc(-c3cccnc3)c2)S(=O)(=O)N(C)C1C (stereo unspecified)	3	8	-8	5	-3	15
4	Cc1cc(=O)oc(C)c1C(=O)NCC1CCCO1 (stereo unspecified)	5	-29	-4	5	0	11
5	Cc1ccc(S[C@@H](CCN2CC[C@H](NC(=O)OCc3ccccc3)CCC2=O)c2ccccc2)cc1	11	-1	-7	12	0	20
6	COc1ccc(C(=O)N2CCCCCC2)cc1S(=O)(=O)N1CCOCC1	3	-9	0	-11	1	10
7	Cc1ccc(OCC(=O)N2CCN(C(=O)c3ccco3)CC2)cc1	7	6	17	-37	4	1
8	CCN(CC)S(=O)(=O)c1ccc(N2CCCC2)c(NS(=O)(=O)c2ccc(OC)cc2)c1	4	16	12	20	-11	13
9	CC[C@]12c3[nH]c4ccc(OC)cc4c3CCN1C(=O)C(CC(=O)NCC13CC4CC(CC(C4)C1)C3)C[C@@H]2C(=O)N1CCN(C(=O)C2CC2)CC1 (stereo partly specified)	4	5	3	-1	-2	5
10	O=C(NCc1ccco1)c1ccccc1-c1nc(-c2ccc(F)cc2)no1	2	1	22	11	-4	-3
11	CC(C)(O)C#Cc1ccc(C(=O)N2CCN(C(=O)c3ccco3)CC2)cc1	5	6	3	3	3	-1
12	CCOC(=O)C1=C(CSc2n[nH]c(N)n2)NC(=O)NC1C (stereo unspecified)	7	17	0	6	6	2
13	Cc1ccc(S(=O)(=O)NCC(=O)NCCc2c[nH]c3ccccc23)cc1C	24	6	-1	6	0	9
14	O=C(CCC(=O)N(CC(=O)NC1CCCC1)C1CCCCC1)Nc1ccccn1	-17	-9	1	8	5	10
15	Cc1cc(NC(=O)CCC2COc3ccccc3O2)no1 (stereo unspecified)	-17	3	4	-26	-1	-63

nr	CaV13 FRET inh	hiPSC survival	NR2E3 ag-1	PDI inh	NR2E3 ag-2
1	-8	-2.6	5	-6	-11
2	-6	1.8	x	3	-8
3	-6	-1.2	x	-14	10
4	-4	-1.8	-4	-3	-20
5	4	-0.8	1	1	6
6	-8	-0.6	8	-5	-31
7	-7	-0.7	2	2	-13
8	-14	0.9	-4	-2	-19
9	-10	-2.2	x	3	-38
10	-5	0.3	1	10	-16
11	-5	-1.3	0	0	-3
12	-7	-0.6	2	7	-15
13	x	-0.4	3	7	-9
14	-18	-0.1	3	-11	3
15	-2	5.5	-2	-4	-8

Additional compounds.
nr	structure	TRPM1 prom inh	Shn3 inh set2	Cardio protect	Peg3 prom inh	m5-HT2A agonist	HIF-2a inh
16	COc1ccc(CCN2CC(C(=O)N3CCN(C(C)=O)CC3)CCC2=O)cc1 (stereo unspecified)	15	8	5	7	-5	17
17	COc1cc(OC)cc(C(=O)NCC2CCCN(C(=O)c3oc(C)cc3C)C2)c1 (stereo unspecified)	5	-8	5	18	6	5
18	COc1ccc(/C=N/NC(=O)CC(=O)NCc2cccnc2)c(OC)c1	-13	-2	4	-9	3	13
19	COc1cc(NC(=O)CN(C)S(=O)(=O)c2ccc(-c3ccc(=O)[nH]n3)s2)cc(OC)c1	0	13	4	8	-2	24
20	Cc1cccn2c(/C=N/OCc3cccc(F)c3)c(-c3ccc(Cl)cc3)nc12	6	11	-8	2	4	4
21	COc1cc(C(=O)N[C@@H](C)C(=O)N2CCC3(CC2)NCCc2[nH]cnc23)cc(OC)c1OC	3	2	-3	8	4	14
22	Cc1ccc(C(=O)NNC(=O)OC(C)(C)C)c(Cl)c1	-26	-20	-4	-36	5	-100
23	Cc1occc1-c1nnc(SCC(=O)NCCc2ccccc2)n1C(C)c1ccccc1 (stereo unspecified)	5	-1	-12	14	2	7
24	NC(COCc1ccccc1)c1csc(NC(=O)Nc2cccc(Cl)c2)n1 (stereo unspecified)	x	6	-19	96*	-4	5
25	O=C(NCc1ccccc1)N(Cc1nc2ccccc2c(=O)[nH]1)C1CCCC1	17	21	16	6	3	9
26	CCOC(=O)c1cccnc1SCC(=O)NC(C)CC (stereo unspecified)	-3	-22	-2	7	1	-4
27	FC(F)(F)c1cccc(Cn2nnnc2-c2cccc(C(F)(F)F)c2)c1	-4	21	-16	16	1	4
28	CC(C)(C)c1nnc2sc(SCCN3C(=O)c4ccccc4C3=O)nn2c1=O	7	-3	2	10	0	6
29	CC1(C)CC(=O)C=C(/C=C/c2ccccc2)C1	-37	-24	-3	-61	-6	-92
30	COc1ccc(C)cc1NC(=O)CSc1cccc[n+]1[O-]	6	1	2	-18	-10	-5

nr	CaV13 FRET inh	hiPSC survival	NR2E3 ag-1	PDI inh	NR2E3 ag-2
16	-5	0.1	0	9	-13
17	-6	-0.4	-1	0	-9
18	-5	-1.4	-4	8	-3
19	-7	0.6	0	2	1
20	x	0.1	1	15	-12
21	-14	-0.4	2	-8	-12
22	x	5.6	1	-5	-41
23	-4	1.2	4	0	-6
24	-4	-1.9	x	14	-2
25	-2	-1.6	3	-5	13
26	-9	-2.2	-3	-2	12
27	-3	-0.9	-1	-9	20
28	-5	-2.7	3	4	7
29	-5	-2.3	-1	-2	-48
30	-5	-0.6	x	-5	3

Compound profiles, as listed above. Order of screens: TRPM1 prom inh | Shn3 inh set2 | Cardio protect | Peg3 prom inh | m5-HT2A agonist | HIF-2a inh | CaV13 FRET inh | hiPSC survival | NR2E3 ag-1 | PDI inh | NR2E3 ag-2
CC(C)(O)C#Cc1ccc(C(=O)N2CCN(C(=O)c3ccco3)CC2)cc1 reads 5 | 6 | 3 | 3 | 3 | -1 | -5 | -1.3 | 0 | 0 | -3
CC1(C)CC(=O)C=C(/C=C/c2ccccc2)C1 reads -37 | -24 | -3 | -61 | -6 | -92 | -5 | -2.3 | -1 | -2 | -48
Cc1ccc(C(=O)NNC(=O)OC(C)(C)C)c(Cl)c1 reads -26 | -20 | -4 | -36 | 5 | -100 | x | 5.6 | 1 | -5 | -41
COc1ccc(C)cc1NC(=O)CSc1cccc[n+]1[O-] reads 6 | 1 | 2 | -18 | -10 | -5 | -5 | -0.6 | x | -5 | 3

Continued:
nr	structure	TRPM1 prom inh	Shn3 inh set2	Cardio protect	Peg3 prom inh	m5-HT2A agonist	HIF-2a inh
31	Cc1csc2ncc(C(=O)N3c4ccccc4CC3C)c(=O)n12 (stereo unspecified)	21	0	15	8	-1	19
32	Nc1ccc(C(=O)N2N=C(c3ccc(F)cc3)CC2(O)C(F)(F)F)cc1 (stereo unspecified)	0	2	-4	9	2	1
33	CCOc1ccc(OCC)c(NC(=O)C2C3C=CC(O3)C2C(=O)O)c1 (stereo unspecified)	x	-17	6	15	-1	-1
34	CC(C)CC1NC(=S)N(C2CCCCC2)C1=O (stereo unspecified)	3	-5	-6	12	0	10
35	COc1ccc(Cc2nc(N)nc(N)n2)cc1	-4	-12	-1	6	-1	22
36	CC(/C=C/c1ccccc1F)=N\NC(=O)c1cccc(F)c1	-52	-32	24	-162	-2	-231
37	COCCCNC(=S)N/N=C/c1ccc(OC)c(Br)c1	-6	-16	5	-16	-4	-2
38	COC(=O)C1=C(C)N(Cc2ccccc2)C(=NCc2cccc(C(F)(F)F)c2)N[C@H]1c1cccc(C(F)(F)F)c1	96*	-4	-23	99*	2	1
39	CC(C)CNS(=O)(=O)c1ccc(CCC(=O)NC2CCCC2)cc1	-1	8	-3	-1	-2	10
40	O=c1oc(/C=C/c2ccco2)nc2sc3c(c12)CCC3	-80	-49	-6	-96	10	-129
41	CCOC(=O)CC[C@H](NC(=O)Cn1cc(C)c(=O)[nH]c1=O)C(=O)OCC	-6	-3	-2	-5	4	1
42	Cc1ccc(OCc2ccc(C(=O)Nc3nccs3)o2)cc1C	2	-8	4	-110	-4	-162
43	O=C1N(Cc2cccc(Cl)c2)C[C@@H]2C[C@@H](c3ccccn3)N3CCC[C@@]123	3	3	11	2	-2	7
44	O=C(NNC(=O)c1cc(C(F)(F)F)cc(C(F)(F)F)c1)c1ccc(Cl)cc1	x	9	-4	17	-4	17
45	C=CCn1c(SCC(=O)Nc2nc3ccccc3s2)nc(O)c(CC)c1=O	7	14	6	-15	3	-34

nr	CaV13 FRET inh	hiPSC survival	NR2E3 ag-1	PDI inh	NR2E3 ag-2
31	-3	0.5	2	x	-4
32	-20	-0.8	x	-1	4
33	-7	0.0	x	10	7
34	-2	0.4	-1	8	3
35	x	-3.6	1	5	3
36	-2	-0.5	0	-1	-57
37	-2	0.6	3	-2	-3
38	x	-5.3	x	1	-2
39	2	-0.3	1	4	-4
40	-7	-0.3	3	-1	-19
41	-9	-0.2	x	-5	26
42	-4	-1.5	-2	0	-125
43	-5	0.1	5	5	-20
44	-12	-0.7	0	-5	10
45	-18	1.2	0	0	-4

Random excerpt: two compounds from above.
nr	structure	TRPM1 prom inh	Shn3 inh set2	Cardio protect	Peg3 prom inh	m5-HT2A agonist	HIF-2a inh
15	Cc1cc(NC(=O)CCC2COc3ccccc3O2)no1 (stereo unspecified)	-17	3	4	-26	-1	-63
36	CC(/C=C/c1ccccc1F)=N\NC(=O)c1cccc(F)c1	-52	-32	24	-162	-2	-231

nr	CaV13 FRET inh	hiPSC survival	NR2E3 ag-1	PDI inh	NR2E3 ag-2
15	-2	5.5	-2	-4	-8
36	-2	-0.5	0	-1	-57

Next section
nr	structure	TRPM1 prom inh	Shn3 inh set2	Cardio protect	Peg3 prom inh	m5-HT2A agonist	HIF-2a inh
46	CCN1CCN(C(c2cccs2)C(C)NC(=O)c2ccccc2)CC1 (stereo unspecified)	8	-1	8	15	-3	3
47	C=CCn1c(Oc2ccc(C(=O)OC)cc2)nc2c1c(=O)n(C)c(=O)n2C	0	21	-7	10	-5	13
48	COc1cc2c(c(OC)c1CC=C(C)C)C[C@H](c1ccc(O)cc1O)CO2	4	4	-3	-6	3	-13
49	CC(C)Oc1ccc(C(=O)Nc2cccc3cccnc23)cc1	-16	2	-10	-72	-4	-105
50	CN1CCN(C(=O)c2cc(Br)cn2C)CC1	23	7	0	11	2	15
51	CCN(CC)C(=O)[C@H]1C[C@H](CC(=O)NC(C)(C)C)C(=O)N2CCc3c([nH]c4ccc(Cl)cc34)[C@]12C	-2	-13	0	-3	-5	14

nr	CaV13 FRET inh	hiPSC survival	NR2E3 ag-1	PDI inh	NR2E3 ag-2
46	-11	0.8	1	x	1
47	-5	6.4	1	-3	-9
48	x	0.6	-3	x	-19
49	-6	3.7	1	1	-3
50	-5	0.6	-1	1	2
51	-6	0.4	x	5	8
